Assay outcomes deposited in PubChem BioAssay by Broad Institute.
U2OS ROS induce = cancer cell ROS induction. ROS induction (% of piperlongumine), % at 10 µM. U2OS ROS induction, H2DCF-DA fluorescence. actives 2% (n = 46,000); in the data active = ROS induction above about 79%, passing the limit was not always enough; inconclusive = no clear call, values can overlap the other calls;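 also: 0% = DMSO vehicle median and 100% = reference compound median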
* marks the source's active call; other numbers are inactive results. This is a subset (hit frequency here may not be typical).

Results for O=c1cc(C(F)(F)F)nc(Cc2c(Cl)cccc2Cl)[nH]1 ?
U2OS ROS induce: -10

Results for Cc1ccccc1OCC(=O)NC(=S)Nc1ccccc1N1CCN(S(C)(=O)=O)CC1 ?
U2OS ROS induce: 61

What do the screens show for `C[C@H]1CN([C@@H](C)CO)C(=O)c2cccc(NC(=O)c3cnccn3)c2O[C@@H]1CN(C)Cc1ccc(C(=O)O)cc1`?
U2OS ROS induce: -6

Results for COC(=O)c1cc(O)c(C(=O)c2c(O)cccc2C(=O)O)c(O)c1 ?
U2OS ROS induce: 7

Results for CCC(C)C1NC(=O)C(CC(C)C)NC(=O)C(CC(=O)O)NC(=O)C(C(C)C)NC(=O)C(CC(C)C)NC(=O)C(CC(C)C)NC(=O)C(CCC(N)=O)NC(=O)CC(CCCCCCCCCC(C)C)OC1=O (configuration not stated) ?
U2OS ROS induce: -14

How did C[C@@H]1CN([C@@H](C)CO)C(=O)c2cc(NC(=O)CCN3CCOCC3)ccc2O[C@H]1CN(C)Cc1ccc(-c2ccccc2)cc1 do in these assays?
U2OS ROS induce: -2

How did Cc1ccc(C(C)C)c(OC(=O)CS(=O)c2ccc(C(F)(F)F)cc2[N+](=O)[O-])c1 (configuration not stated) do in these assays?
U2OS ROS induce: inconclusive

Results for C[C@@H]1CN([C@@H](C)CO)C(=O)Cc2cc(NC(=O)CCC(F)(F)F)ccc2O[C@@H]1CN(C)Cc1ccc2c(c1)OCO2 ?
U2OS ROS induce: 4

Results for C[C@@H]1CN([C@@H](C)CO)C(=O)c2cc(NC(=O)CCCCCC(=O)Nc3ccccc3N)ccc2O[C@@H]1CN(C)S(=O)(=O)c1cccs1 ?
U2OS ROS induce: -5

What do the screens show for `C[C@@H]1CN([C@H](C)CO)C(=O)c2cc(NC(=O)C3CC3)ccc2O[C@@H]1CN(C)Cc1ccc2c(c1)OCO2`?
U2OS ROS induce: -2

Looked up one by one from the entries so far (4):
Results for COC(=O)c1cc(O)c(C(=O)c2c(O)cccc2C(=O)O)c(O)c1 ?
U2OS ROS induce: 7

What do the screens show for `C[C@H]1CN([C@@H](C)CO)C(=O)c2cccc(NC(=O)c3cnccn3)c2O[C@@H]1CN(C)Cc1ccc(C(=O)O)cc1`?
U2OS ROS induce: -6

How did C[C@@H]1CN([C@@H](C)CO)C(=O)c2cc(NC(=O)CCN3CCOCC3)ccc2O[C@H]1CN(C)Cc1ccc(-c2ccccc2)cc1 do in these assays?
U2OS ROS induce: -2

How did Cc1ccc(C(C)C)c(OC(=O)CS(=O)c2ccc(C(F)(F)F)cc2[N+](=O)[O-])c1 (configuration not stated) do in these assays?
U2OS ROS induce: inconclusive

Structural class: those above with two or more sulfur atoms
Results for Cc1ccccc1OCC(=O)NC(=S)Nc1ccccc1N1CCN(S(C)(=O)=O)CC1 ?
U2OS ROS induce: 61

Results for C[C@@H]1CN([C@@H](C)CO)C(=O)c2cc(NC(=O)CCCCCC(=O)Nc3ccccc3N)ccc2O[C@@H]1CN(C)S(=O)(=O)c1cccs1 ?
U2OS ROS induce: -5

More results
What do the screens show for `COc1ccc(NC(=O)Nc2ccc3c(c2)CC(=O)N([C@@H](C)CO)C[C@@H](C)[C@@H](CN(C)S(=O)(=O)c2ccc(Cl)cc2)O3)cc1`?
U2OS ROS induce: 17

How did COc1cccc(C(=O)N2CCCCCC2)c1 do in these assays?
U2OS ROS induce: -9

What do the screens show for `C[C@H](CO)N1C[C@H](C)[C@@H](CN(C)S(=O)(=O)c2ccccc2)Oc2c(NC(=O)C3CCCCC3)cccc2C1=O`?
U2OS ROS induce: 0

What do the screens show for `C[C@@H]1CN([C@H](C)CO)C(=O)c2cc(NC(=O)Nc3ccc4c(c3)OCO4)ccc2O[C@@H]1CN(C)S(=O)(=O)c1ccccc1`?
U2OS ROS induce: -4

What do the screens show for `Cc1nccn1CC(O)COc1ccccc1Br` (configuration not stated)?
U2OS ROS induce: 3

What do the screens show for `CC(=O)O[C@@H]1C[C@@H](C)[C@](O)(CCc2ccoc2)[C@]23CCC[C@](C)(C(=O)OC2)C13` (some centres not stated)?
U2OS ROS induce: 14

What do the screens show for `C[C@@H]1CCCCO[C@@H](CN(C)S(=O)(=O)c2ccc(F)cc2)[C@@H](C)CN([C@H](C)CO)C(=O)c2cc(NC(=O)c3ccccc3)ccc2O1`?
U2OS ROS induce: 38

How did C[C@@H]1CN([C@@H](C)CO)C(=O)c2cc(N(C)C)ccc2O[C@@H]1CN(C)Cc1ccncc1 do in these assays?
U2OS ROS induce: -9

What do the screens show for `Cc1noc(C)c1NC(=O)Nc1ccc2c(c1)C(=O)N([C@H](C)CO)C[C@H](C)[C@H](CN(C)C(=O)Nc1ccccc1)OCCCC[C@@H](C)O2`?
U2OS ROS induce: 4

What do the screens show for `NS(=O)(=O)c1cc(C2(O)NC(=O)c3ccccc32)ccc1Cl` (configuration not stated)?
U2OS ROS induce: -1

Results for COc1ccc(S(=O)(=O)Nc2cccc3c2O[C@@H](CN(C)Cc2ccc(Cl)c(Cl)c2)[C@H](C)CN([C@H](C)CO)C3=O)cc1 ?
U2OS ROS induce: 8

What do the screens show for `Cc1cccc2c1nc1s/c(=C/c3cn[nH]c3-c3ccccc3)c(=O)n12`?
U2OS ROS induce: -11

What do the screens show for `CC(=O)c1cccc(NC(=O)COc2ccccc2C(=O)Nc2ccc3c(c2)oc2ccccc23)c1`?
U2OS ROS induce: -1

How did CNC[C@@H]1Oc2ccc(NS(=O)(=O)c3ccccc3)cc2CC(=O)N([C@H](C)CO)C[C@@H]1C do in these assays?
U2OS ROS induce: -5

What do the screens show for `COc1ccc(NC(=O)COc2ccccc2[N+](=O)[O-])cc1Cl`?
U2OS ROS induce: -3

Results for Cc1cc(C)c(C)c(S(=O)(=O)NCc2ccc(C(=O)Nc3ccncc3)cc2)c1C ?
U2OS ROS induce: 19

What do the screens show for `C[C@]12CCC3c4ccc(OS(=O)(=O)O)cc4CCC3C1CCC2=O` (some centres not stated)?
U2OS ROS induce: -11

What do the screens show for `Cc1ccc(S(=O)(=O)Nc2cccc3c2O[C@@H](CN(C)S(=O)(=O)c2c(C)noc2C)[C@@H](C)CN([C@H](C)CO)C3=O)cc1`?
U2OS ROS induce: -4

How did C[C@H](CO)N1C[C@H](C)[C@H](CN(C)C)Oc2c(NS(=O)(=O)c3ccc(Cl)cc3)cccc2C1=O do in these assays?
U2OS ROS induce: -2

What do the screens show for `CC1=NN(C(=O)COc2cc(C)cc(C)c2)C(O)(C(F)(F)F)C1` (configuration not stated)?
U2OS ROS induce: 9

Results for C=CCN1C(=O)[C@@]2(O[C@@H](CCO)[C@H]([Si](C)(C)c3ccc(OC)cc3)[C@H]2C)c2cc(N3CCCCC3=O)ccc21 ?
U2OS ROS induce: -4

What do the screens show for `CC1(C)CC[C@]2(C(=O)O)CC[C@]3(C)C(=CCC4[C@@]5(C)CC[C@H](O[C@@H]6O[C@H](CO)[C@@H](O)[C@H](O)[C@H]6O)C(C)(C)C5CC[C@]43C)[C@@H]2C1` (some centres not stated)?
U2OS ROS induce: -22

Results for Cc1cc(C(=O)Nc2cccc3c2O[C@@H](CN(C)Cc2ccncc2)[C@@H](C)CN([C@@H](C)CO)C3=O)n(C)n1 ?
U2OS ROS induce: 11

What do the screens show for `C[C@@H]1CN([C@@H](C)CO)C(=O)c2cc(NC(=O)C3CC3)ccc2O[C@H]1CN(C)Cc1ccc(C(=O)O)cc1`?
U2OS ROS induce: -3

Results for O=C(O)c1ccc(CSc2nnc(-c3cccnc3)n2-c2ccc(Br)cc2)cc1 ?
U2OS ROS induce: 10

Results for C[C@@H]1CN([C@@H](C)CO)C(=O)c2cc(NC(=O)Cc3cn(C)c4ccccc34)ccc2O[C@@H]1CN(C)Cc1ccccc1 ?
U2OS ROS induce: 13

Results for COc1ccc(N2CC(C(=O)OCC(=O)Nc3ccccc3C(F)(F)F)CC2=O)cc1 (configuration not stated) ?
U2OS ROS induce: -20

Results for CC(C)NC(=O)N(C)C[C@H]1Oc2c(NC(=O)c3ccc(-c4nccs4)cc3)cccc2C(=O)N([C@H](C)CO)C[C@H]1C ?
U2OS ROS induce: -4

How did C[C@H](CO)N1C[C@H](C)[C@H](CN(C)C(=O)Nc2ccccc2)Oc2ncc(-c3cc4ccccc4o3)cc2C1=O do in these assays?
U2OS ROS induce: 153*

What do the screens show for `Cc1ccc(C)c(OCC(=O)Nc2c[nH]c(=O)[nH]c2=O)c1`?
U2OS ROS induce: 13

How did COc1cc(/C=C2/SC(=Nc3ccccc3)N(CCc3ccccc3)C2=O)ccc1OCC(N)=O do in these assays?
U2OS ROS induce: 22

How did COc1ccc(S(=O)(=O)N(C)C[C@H]2Oc3ccc(NS(=O)(=O)c4cn(C)cn4)cc3C(=O)N([C@H](C)CO)C[C@H]2C)cc1 do in these assays?
U2OS ROS induce: 49

How did CCOC(=O)c1[nH]c2cc(OC)c(OC)cc2c1N1C(=O)CCC1=O do in these assays?
U2OS ROS induce: -2

How did COc1ccc(S(=O)(=O)N(C)C[C@@H]2Oc3ccc(NS(C)(=O)=O)cc3CC(=O)N([C@H](C)CO)C[C@H]2C)cc1 do in these assays?
U2OS ROS induce: 1

How did CCOC(=O)C1CCN(C(=O)c2ccc(CC)cc2)CC1 do in these assays?
U2OS ROS induce: -11

What do the screens show for `CCCOC(=O)COc1ccc2c(=O)c(-c3ccccc3OC)coc2c1`?
U2OS ROS induce: 236*

How did C[C@H](CO)N1C[C@H](C)[C@H](CN(C)C(=O)Nc2ccc3c(c2)OCO3)Oc2ncc(-c3ccc(F)cc3)cc2C1=O do in these assays?
U2OS ROS induce: 8

Results for CC(C)NC(=O)N(C)C[C@H]1Oc2ccc(NC(=O)Cn3cnnn3)cc2CC(=O)N([C@@H](C)CO)C[C@H]1C ?
U2OS ROS induce: -2

How did C[C@H]1CN([C@@H](C)CO)C(=O)Cc2cc(NC(=O)CCC(F)(F)F)ccc2O[C@H]1CN(C)C(=O)Nc1cccc2ccccc12 do in these assays?
U2OS ROS induce: 2

Results for COc1ccc(CN(C)C[C@@H]2Oc3c(NC(=O)c4cc(C)nn4C)cccc3C(=O)N([C@H](C)CO)C[C@@H]2C)cc1 ?
U2OS ROS induce: -6

Results for CC1(C)C=CC(=O)[C@@]2(C)C1CC(=O)[C@]1(C)C2CC[C@@]2(C)[C@H](c3ccoc3)OC(=O)C3OC321 (some centres not stated) ?
U2OS ROS induce: 10

Results for C[C@H]1CN([C@@H](C)CO)C(=O)c2cccc(NC(=O)c3cnccn3)c2O[C@H]1CN(C)C(=O)Nc1cccc2ccccc12 ?
U2OS ROS induce: -7

What do the screens show for `Cc1ccc2oc(-c3ccc(NC(=O)Cn4c(=O)oc5ccccc54)cc3)nc2c1`?
U2OS ROS induce: 1

Results for O=C(CSc1ccc(-c2cccs2)nn1)c1ccccc1 ?
U2OS ROS induce: 5

How did CN(CC(=O)Nc1ccccc1-c1ccccc1)S(=O)(=O)c1ccc2ccccc2c1 do in these assays?
U2OS ROS induce: 2

How did COc1ccc(S(=O)(=O)Nc2ccc3c(c2)C(=O)N([C@H](C)CO)C[C@H](C)[C@@H](CN(C)Cc2ccc(C(=O)O)cc2)OCCCC[C@@H](C)O3)cc1 do in these assays?
U2OS ROS induce: 14

Results for O=C(CCn1cnc2ccccc2c1=O)Nc1cccc(C(=O)c2ccccc2)c1 ?
U2OS ROS induce: 13

Results for COc1ccc(CN(C)C[C@H]2Oc3ccc(NC(=O)Nc4ccc(OC)cc4)cc3CC(=O)N([C@@H](C)CO)C[C@@H]2C)cc1 ?
U2OS ROS induce: 11

How did NC(=O)C1CCN(C(=O)c2cccc(Cl)c2)CC1 do in these assays?
U2OS ROS induce: -2

What do the screens show for `C=C1C(=O)O[C@H]2C1CC[C@@](C)(O)[C@@H]1C[C@H](O)C(=C)[C@@H]12` (some centres not stated)?
U2OS ROS induce: 10

How did C[C@H](CO)N1C[C@H](C)[C@H](CN(C)C(=O)Nc2ccc(F)cc2)Oc2ccc(NC(=O)CCN3CCOCC3)cc2CC1=O do in these assays?
U2OS ROS induce: -3

How did COc1cc(CC2COC(c3ccc(O)c(OC)c3)C2COC(C)=O)ccc1O (configuration not stated) do in these assays?
U2OS ROS induce: 2

How did C[C@@H]1CN([C@@H](C)CO)C(=O)c2cccc(NS(=O)(=O)c3ccccc3)c2O[C@@H]1CN(C)Cc1ccc(C(=O)O)cc1 do in these assays?
U2OS ROS induce: 2

How did COc1ccc(S(=O)(=O)Nc2ccc3c(c2)C(=O)N([C@H](C)CO)C[C@@H](C)[C@@H](CN(C)C)O3)cc1 do in these assays?
U2OS ROS induce: 8

What do the screens show for `O=[N+]([O-])c1cccc(NC(=S)NCCn2cc(Br)cn2)c1`?
U2OS ROS induce: 6

How did N#Cc1nc(-c2ccccc2F)oc1NCCN1CCOCC1 do in these assays?
U2OS ROS induce: 25

Results for Cc1noc(C)c1NC(=O)Nc1cccc2c1O[C@H](CN(C)Cc1ccc(Cl)c(Cl)c1)[C@@H](C)CN([C@@H](C)CO)C2=O ?
U2OS ROS induce: 7

What do the screens show for `CSc1cc(C(F)(F)F)c(C(=O)Nc2c(C)cccc2C)cn1`?
U2OS ROS induce: -10

Results for Cc1noc(C)c1NC(=O)N(C)C[C@@H]1Oc2ccc(NS(=O)(=O)c3ccc(F)cc3)cc2C(=O)N([C@@H](C)CO)C[C@@H]1C ?
U2OS ROS induce: -1

How did CCOc1ccc2c3c(c(=O)oc2c1C)CCC3 do in these assays?
U2OS ROS induce: 22

How did Cc1ccc(S(=O)(=O)N(C)C[C@@H]2OCCCC[C@@H](C)Oc3ccc(NS(=O)(=O)c4ccc(Cl)cc4)cc3C(=O)N([C@H](C)CO)C[C@@H]2C)cc1 do in these assays?
U2OS ROS induce: 111*

What do the screens show for `C[C@@H]1CCCCO[C@H](CN(C)C(=O)CCCN(C)C)[C@@H](C)CN([C@H](C)CO)C(=O)c2cc(NS(=O)(=O)c3ccc(Cl)cc3)ccc2O1`?
U2OS ROS induce: 99*

Ordered by SMILES length (low to high): 3 of the compounds above.
What do the screens show for `CSc1cc(C(F)(F)F)c(C(=O)Nc2c(C)cccc2C)cn1`?
U2OS ROS induce: -10

How did C[C@@H]1CN([C@@H](C)CO)C(=O)c2cccc(NS(=O)(=O)c3ccccc3)c2O[C@@H]1CN(C)Cc1ccc(C(=O)O)cc1 do in these assays?
U2OS ROS induce: 2

What do the screens show for `C[C@@H]1CCCCO[C@H](CN(C)C(=O)CCCN(C)C)[C@@H](C)CN([C@H](C)CO)C(=O)c2cc(NS(=O)(=O)c3ccc(Cl)cc3)ccc2O1`?
U2OS ROS induce: 99*
